Screens deposited in PubChem BioAssay by several laboratories.
SRC2 TRFRET art: TR-FRET signal artefacts, primary screen, artefact control for PPARgamma SRC-2 agonist project, biochemical | TR-FRET artefact counter-screen; hits give high values | TR-FRET ratio at 8 µM | 200,000 compounds, 0.4% hits; in the data active = TR-FRET ratio above about 2000; note: inactives centre near 1500
bIAP inh: bovine intestinal alkaline phosphatase inhibitors, primary screen, selectivity assay for TNAP inhibitor project, biochemical, bovine IAP, CDP-star luminescence | alkaline phosphatase, intestinal [Bos taurus] | purified bovine IAP, 30 min | inhibition, % at 20 µM | 190,000 tested, under 10 active | AID 1019, 2008;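 active = over 50% inhibition of intestinal alkaline phosphatase at 20 µM in the single-dose screen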
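System: purified bovine intestinal alkaline phosphatase (IAP) enzyme; Input: IAP diluted 1/65,000,000 in the well; Measured by: CDP-star luminescence signal; Compound dosing: 20 µM single dose; Incubation: 30 min reaction at room temperature.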
RAM inhibit: inhibitors of the yeast RAM network, primary screen, dse1pr::URA3 reporter, 5-FOA selection; inhibition, % at 50 µM; 190,000 compounds, 1.8% hits; S. cerevisiae dse1pr::URA3 reporter, 5-FOA growth OD615, 2 d; analog-sensitive cbk1-as2 kinase mutant strain; AID 868, 2007;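 active = inhibition above a set limit, 3 SD over mean compound inhibition, cut at about 8.4% in these data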;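 note: 0% = DMSO-only wells with no growth and 100% = 10 µM 1-NA-PP1 full growth; inhibition rescues growth on 5-FOA so higher OD means more RAM inhibition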
DTT redox prof: compounds producing H2O2 with reducing agent – biochemical, NIH compound library profiling, artefact control for MLSCN library redox annotation, primary screen. DTT-dependent redox cycling H2O2, phenol red/HRP absorbance; 100% = 100 µM peroxide control, 0% = buffer. activation, % at 10 µM. 200,000 compounds, 0.03% hits;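 active = activation of at least 50% relative to the plate's high and low controls in the primary single-dose screen; inactive = activation below 50%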;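 note: compound incubated with DTT at 0.8 mM final as the reducing agent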
PPARg SRC-2 ag: agonists of PPARg-SRC-2 recruitment, primary screen, biochemical, HTS; PPARgamma LBD-SRC-2 recruitment; activation, % at 8 µM; 200,000 compounds, 0.34% hits; in the data active = activation above about 22%;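 note: 0% = vehicle and 100% = reference agonist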
Lmaj promast: Leishmania major promastigote growth inhibition, primary screen. 200,000 compounds, 9% hits. inhibition, % at 10 µM. Leishmania major promastigotes, resazurin fluorescence viability. AID 1063, 2008; in the data active = inhibition above about 50%;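 note: promastigotes grown with compound for 44 hours at 28 °C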
PPARg SRC1 recr: PPARgamma agonists recruiting SRC-1 coactivator, primary screen, biochemical | PPARgamma-SRC-1 coactivator recruitment biochemical assay | Peroxisome proliferator-activated receptor gamma (Homo sapiens), P37231 | 200,000 compounds, 0.41% hits | activation, % at 8 µM; in the data active = activation above about 19%;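 note: 0% = DMSO and 100% = reference agonist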
HMGR II inh: inhibitors of E. faecalis class II HMGR, primary screen, biochemical, Enterococcus faecalis | inhibition, % at 10 µM | 190,000 compounds, 0.41% hits | AID 1066, 2008 | purified E. faecalis HMGR, NADPH absorbance 340 nm kinetic;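 active = inhibition above a set limit, the median over all tested compounds plus 3 SD, cut at about 9.5% in these data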;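 note: enzyme runs in reverse so mevalonate oxidation gives rising NADPH absorbance; 0% = complete reaction with DMSO and 100% = background rate lacking mevalonate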
PPARg SRC3 recr: PPARgamma agonists recruiting SRC-3 coactivator, primary screen, biochemical. biochemical PPARgamma/SRC-3 coactivator recruitment assay. activation, % at 8 µM. 200,000 compounds, 0.26% hits. AID 731, 2007; in the data active = activation above about 23%;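 note: 0% = DMSO and 100% = reference agonist; some compounds past the cut are filed as inactive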
S1P3 antag: S1P3 receptor antagonists, primary screen, cell-based; inhibition, % at 4.98 µM; Sphingosine 1-phosphate receptor 3 (Homo sapiens), Q99500; 170,000 compounds, 0.27% hits; AID 485, 2006; CHO S1P3 NFAT-BLA reporter, FRET fluorescence, antagonist mode;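 active = inhibition above the plate cutoff, the mean inhibition of test wells on that plate plus 3 SD, cut at about 28% in these data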;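 note: cells challenged with S1P at its EC80 of 0.8 µM; blue over green emission ratio from cleaved BLA substrate after 4 h stimulation; 0% = S1P-stimulated wells and 100% = unstimulated DMSO-only wells; some compounds past the cut are filed as inactive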
Target sequence (Q99500 whole entry, looked up): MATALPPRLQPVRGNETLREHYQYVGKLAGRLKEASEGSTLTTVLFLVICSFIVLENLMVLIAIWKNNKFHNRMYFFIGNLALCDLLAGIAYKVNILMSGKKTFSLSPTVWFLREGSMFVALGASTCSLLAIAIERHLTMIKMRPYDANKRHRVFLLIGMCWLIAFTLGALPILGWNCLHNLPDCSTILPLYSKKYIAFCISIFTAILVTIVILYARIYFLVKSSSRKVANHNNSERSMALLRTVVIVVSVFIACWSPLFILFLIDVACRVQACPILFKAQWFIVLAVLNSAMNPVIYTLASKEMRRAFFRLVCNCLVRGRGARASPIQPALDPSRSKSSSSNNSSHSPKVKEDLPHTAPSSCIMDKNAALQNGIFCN
ROMK primary: ROMK potassium channel modulators, primary screen, cell-based, thallium flux, MLSMR library; 130,000 compounds, 2% hits; B-score at 10 µM; AID 1918, 2009; Tet-inducible ROMK, thallium flux fluorescence; actives lie on both sides;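 active = signal ratio slope over the read window, or its plate-corrected B-score, at least 3 SD from the plate mean, either direction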;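 note: B-score of the F/F0 ratio slope over 7 to 12 s after thallium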
Target sequence (P48048 whole entry, looked up): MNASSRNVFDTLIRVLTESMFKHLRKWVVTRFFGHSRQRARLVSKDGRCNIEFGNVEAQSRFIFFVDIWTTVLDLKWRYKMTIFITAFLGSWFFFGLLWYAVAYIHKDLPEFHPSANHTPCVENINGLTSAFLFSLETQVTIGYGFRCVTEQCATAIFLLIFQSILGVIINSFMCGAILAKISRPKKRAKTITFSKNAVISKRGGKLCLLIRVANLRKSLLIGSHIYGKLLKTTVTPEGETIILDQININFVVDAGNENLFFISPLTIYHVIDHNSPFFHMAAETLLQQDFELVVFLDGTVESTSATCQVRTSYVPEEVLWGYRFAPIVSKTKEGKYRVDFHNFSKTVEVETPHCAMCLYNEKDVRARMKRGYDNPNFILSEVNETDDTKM
Starred values were filed as active, the others as inactive; / = no result given.

SMILES	SRC2 TRFRET art	bIAP inh	RAM inhibit	DTT redox prof	PPARg SRC-2 ag	Lmaj promast	PPARg SRC1 recr	HMGR II inh	PPARg SRC3 recr	S1P3 antag	ROMK primary
CCC(C)NC(=O)c1ccccc1NC(=O)CN(c1cc(C)ccc1OC)S(C)(=O)=O (stereo not drawn)	1479	-4	-0.8	-0.6	-6	3	8	-3	-3	-17	-0.24
CCc1ccc(N(CC(=O)NCc2ccc(F)cc2)C(=O)c2csnn2)cc1	1507	5	0.5	0.2	-9	-3	3	-2	0	9	0.015
CCn1cc(/C=N\NC(=O)COc2cccc(C)c2C)c(C)n1	1533	4	2.1	-0.8	-2	-5	-1	-4	3	7	-0.24
Cc1nn(Cc2c(Cl)cccc2Cl)c(C)c1NC(=O)/C=C/c1cnn(C)c1C	1486	-10	0.3	-5.8	4	1	8	4	16	/	0.00079
Nc1c(-c2ccccc2)c(CN2CCOCC2)nn1-c1ccc(C(=O)O)cc1	1629	-6	0.4	-0.5	8	66*	9	0	4	-9	/
CN1CCN(C(=O)CN(c2cc(C(F)(F)F)ccc2Cl)S(C)(=O)=O)CC1	1595	-2	0.5	0.2	4	-4	-2	-2	-1	/	0.14
CC(C)CC(c1nnnn1Cc1ccc2c(c1)OCO2)N1CCC(C(N)=O)CC1 (stereo not drawn)	1371	-8	1.1	-0.4	1	-3	-2	-3	-1	-7	-0.65
Cc1cc(C)cc(C(=O)N2CCN=C2c2ccccc2)c1	1688	7	0.5	0.0	2	-4	11	-1	-2	1	0.19
CCOc1ccc(NC(=O)NCCN2C(C)CCCC2C)cc1 (stereo not drawn)	1649	-10	0.4	2.4	9	12	1	-6	-9	-8	0.89
Cc1ccccc1NC1=NC2(CCCC2)N=C(N)N1	1558	-6	0.0	-0.7	-6	-3	7	2	3	6	-0.64
O=Cc1cc2ccccc2nc1SCc1ccc(Cl)cc1	1527	19	6.6	2.7	3	97*	6	-4	13	/	/
CC(NC(=O)COc1ccccc1)C(c1cccs1)N1CCCC1 (stereo not drawn)	1616	-21	0.1	0.3	-4	4	4	-1	3	5	-0.9
COc1ccc(-c2[nH]ncc2CN(C)Cc2ccccn2)c(OC)c1	1242	-8	-1.6	-0.4	1	-1	-7	-4	3	-14	0.61
O=C(Nc1nccs1)c1cn(-c2ccccc2)nc1-c1ccccc1	1631	-5	2.2	0.1	10	26	15	-5	-7	/	/
CCOC(=O)c1ccc(N2C(=O)CC(N3CCC(C(=O)OCC)CC3)C2=O)cc1 (stereo not drawn)	1318	1	-0.5	1.3	0	-2	-6	-1	4	-13	/
COC(=O)c1nc(NC(=O)c2ccc(C(C)(C)C)cc2)n[nH]1	1756	-4	-0.3	-0.3	9	-4	6	-14	5	-23	-0.67
CCc1noc(C)c1C(=O)Nc1nc(-c2ccc(Cl)cc2Cl)c(C)s1	1480	10	3.7	0.0	20	2	6	-4	4	/	-0.01
CCc1n[nH]c(=S)n1/N=C/c1ccc2c(c1)OCO2	1467	26	2.0	-3.8	3	-6	2	-5	10	/	/
C/C(=C/C(=O)O)C(=O)Nc1cccc(C(F)(F)F)c1	1648	3	5.1	-1.0	8	0	1	-3	0	-23	-0.68
COc1ccc(Cn2nnc(C(=O)Nc3ccc(F)cc3)c2N)cc1	1519	9	0.9	-0.3	-1	14	-11	2	-7	17	0.065
CCOc1ccc(Br)cc1/C(C)=N\NC1=NCCN1	1697	13	1.0	0.0	8	95*	4	0	11	/	0.27
O=C(COC(=O)c1cccc(N2C(=O)c3ccccc3C2=O)c1)Nc1ccccc1	1468	11	2.6	0.5	12	-6	7	-1	3	-9	/
Cc1ccc(S(=O)(=O)N[C@@H](Cc2ccccc2)C(=O)CCl)cc1	1501	14	-0.8	0.2	0	-6	10	-6	13	-6	/
CCN(CC(=O)NCCc1ccccc1)S(=O)(=O)c1ccccc1	1546	-7	1.8	-2.1	3	5	-9	-5	-3	-27	-0.32
Cn1c(C(=O)N2CCc3ccccc3C2)cc2oc3ccccc3c21	1537	6	2.1	0.6	0	-7	1	0	-1	12	0.97
(next part)
SMILES	SRC2 TRFRET art	bIAP inh	RAM inhibit	DTT redox prof	PPARg SRC-2 ag	Lmaj promast	PPARg SRC1 recr	HMGR II inh	PPARg SRC3 recr	S1P3 antag	ROMK primary
Cc1ccc(NC(=O)COC(=O)c2ccc3c(c2)C(=O)N(CCc2ccccc2)C3=O)c(C)c1	1567	-11	7.1	0.4	1	-7	2	-3	-2	-4	0.37
CCOC(=O)c1nn(-c2ccccc2)c(=O)c(C#N)c1C	1583	1	2.6	1.1	7	-4	3	-4	0	/	0.14
CCC(=O)Nc1ccc(C(=O)CSc2nnc(-c3cccnc3)o2)cc1	1612	-3	3.6	0.7	-4	10	12	-3	-4	16	/
COC(OC)C12c3ccccc3C(c3ccccc31)C1C(=O)N(c3cccnc3)C(=O)C12 (stereo not drawn)	1599	-7	0.4	-0.5	1	7	4	-7	-3	3	0.021
COc1cccc(C(=O)O/N=C(\N)c2ccncc2)c1OC	1625	13	1.7	-0.3	-9	38	-3	0	-9	9	/
O=C(NCCc1csc(-c2cccnc2)n1)c1cccs1	1562	9	0.7	-1.3	-1	27	-7	-1	2	-15	/
C#CCOCCOCCOCCNc1nc(N2CCOCC2)nc(N2CCN(C(=O)[C@H]([C@@H](C)CC)n3cc([C@@H](N)CO)nn3)CC2)n1	1513	-6	-1.1	-1.1	-4	0	5	1	-1	-7	/
Cc1[nH]n(CCC#N)c(=O)c1CC(=O)N1CCN(c2ccccc2)CC1	1565	-7	0.2	2.6	1	-1	8	-1	-1	9	/
Cc1ccc(NCc2nnc(SCC(=O)Nc3nnc(C)s3)n2C)cc1	1686	-19	0.9	-0.5	7	-5	-5	-2	2	-1	-0.19
CCn1c2c(c(=N)c3c1CCC3)CCC2	1545	-80	0.3	0.0	-2	32	1	-3	1	-19	1.6
O=C(NC(Nc1ncccn1)C(=O)c1ccccc1)c1ccccc1 (stereo not drawn)	1500	1	-0.8	-3.5	5	14	-1	-8	13	0	-0.16
Cc1ccc(C)c(OCCCC(C)(C)C(=O)O)c1	/	10	-1.7	0.3	/	-6	/	9.6*	/	-1	-0.79
COc1ccc(/C=C(/NC(=O)c2ccc([N+](=O)[O-])cc2)C(=O)NC(C)(C)C)cc1	1377	3	2.5	-0.2	4	1	2	0	-1	-5	0.39
CCOC(=O)/C=c1\s/c(=C\c2ccc(C(=O)OC)cc2)c(=O)n1CC(=O)Nc1ccccc1	1498	5	3.4	0.8	0	-5	2	-4	2	11	-0.51
Cc1ccc(-c2csc(NC(=O)CSc3nc4ccccc4c(=O)n3CCCN(C)C)n2)cc1	1552	2	-0.8	-0.9	4	100*	5	-3	4	-3	-1.8
c1ccc2c(c1)ccc1nnc(SCc3ccc4c(c3)OCO4)n12	1659	12	4.3	-1.3	9	-2	-1	-1	-6	/	/
CCCN1C(=O)/C(=C/c2ccc(OCC(=O)OCC)cc2)NC1=S	1448	11	3.1	-0.1	-7	4	0	2	-3	-19	0.57
N#Cc1cc(C(=O)c2cc(Br)ccc2O)cn(Cc2ccccc2)c1=O	1955	-4	2.7	0.1	14	35	31*	2	8	11	/
COCCN(CCOC)c1nc(N)c2c(N)nc3c(c2c1C#N)CC(=O)N3Cc1ccc(Cl)cc1	1727	6	1.9	0.4	12	-2	10	-2	3	-20	/
O=C(CN1C(=O)C2CC=CCC2C1=O)Nc1nnc(SCc2ccc(F)cc2)s1 (stereo not drawn)	1590	0	0.9	2.1	-1	-12	-3	0	-9	/	/
COc1ccc(/C=C2/C(=O)N(Cc3ccccc3)N=C2C)cc1	1595	-11	1.1	-0.1	0	0	1	-2	4	-6	/
CSc1nc(C(=O)N2CCCC(C(=O)c3ccc(Cl)cc3)C2)cs1 (stereo not drawn)	1490	10	-1.2	-1.6	-8	-2	-10	-2	0	-22	-2
CCOC(=O)c1c(NC(=O)c2ccc(Br)o2)sc2c1CCCC2	1562	13	3.3	0.2	0	-4	6	-6	-5	17	/
CCN(CC)CCCNc1cc2n(c(=O)n1)CCc1cc(OC)c(OC)cc1-2	1448	-9	0.8	-0.2	4	6	1	2	16	-20	0.25
Cc1ccc2oc(NC(=O)N3CCOCC3)cc(=O)c2c1	1596	2	1.5	-1.6	9	-10	2	-6	-7	/	/
The list goes on.
SMILES	SRC2 TRFRET art	bIAP inh	RAM inhibit	DTT redox prof	PPARg SRC-2 ag	Lmaj promast	PPARg SRC1 recr	HMGR II inh	PPARg SRC3 recr	S1P3 antag	ROMK primary
CCCSc1nc(N)nc(-c2cccs2)c1C#N	1502	18	-0.1	-5.7	-6	16	-6	3	4	/	/
CCOC(=O)C1CCN(Cc2cnc(Oc3ccc(Cl)cc3C)s2)CC1	1521	-8	0.1	1.6	2	90*	1	-3	5	/	/
Cn1c(N)c(C(=O)COC(=O)CSc2ccccc2)c(=O)n(C)c1=O	1657	13	0.4	0.3	2	-3	4	0	-6	-13	/
Cn1cnnc1SCC(=O)NCCc1ccccc1	1449	8	-0.7	0.1	-1	-7	-3	3	-2	/	/
CC(C)CC(=O)Nc1ccc(C(=O)Cn2nc(C(=O)O)c3ccccc3c2=O)cc1	1475	6	3.4	0.0	-4	1	3	-5	-2	/	0.52
COc1cc(S(=O)(=O)NCc2ccc3c(c2)OCO3)ccc1Cl	1678	44	1.7	0.4	-5	-4	4	-9	5	/	0.35
CC(C)(C)n1ncc2c(=O)n(CC(=O)Nc3ccc4c(c3)OCO4)cnc21	1554	14	-0.1	3.3	7	-7	-4	-7	-8	-34	/
CC(=O)Oc1c(S(=O)(=O)c2ccccc2)c(C)nn1C(C)(C)C	1293	3	-0.2	1.9	-2	-4	-1	-1	-10	0	/
CCNC(=O)c1c(C)nc2ccccn12	1637	0	6.6	-0.6	-4	-3	6	-5	3	-35	/
COC1C=CC(CNC(=O)c2cc3c(=O)n4cccc(C)c4nc3n2C)(OC)O1 (stereo not drawn)	1451	-18	4.6	-0.2	-4	6	-7	-2	5	-9	-0.00023
O=C(OC1CCOC1=O)c1cccc(S(=O)(=O)N2CCc3ccccc3C2)c1 (stereo not drawn)	1849	6	1.2	-0.5	2	-5	11	-6	3	-8	0.18
N#Cc1ccccc1NC(=O)c1ccccc1OCC(=O)NCc1ccco1	1598	-1	1.3	-0.7	11	-3	3	-2	3	3	1.4
